Neddyl block – inhibitors of human cullin neddylation | 360,000 compounds, 0.58% hits | P61081+Q13564 | calls only at 25 µM | TR-FRET cullin neddylation, biochemical; in the data active means inhibition above about 36%
Target sequence (P61081 whole entry, looked up): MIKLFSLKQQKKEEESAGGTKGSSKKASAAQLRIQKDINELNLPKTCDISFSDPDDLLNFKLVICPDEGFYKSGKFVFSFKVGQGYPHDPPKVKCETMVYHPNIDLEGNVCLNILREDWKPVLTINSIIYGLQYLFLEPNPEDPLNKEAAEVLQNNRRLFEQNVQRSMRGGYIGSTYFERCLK
Target sequence (Q13564 whole entry, looked up): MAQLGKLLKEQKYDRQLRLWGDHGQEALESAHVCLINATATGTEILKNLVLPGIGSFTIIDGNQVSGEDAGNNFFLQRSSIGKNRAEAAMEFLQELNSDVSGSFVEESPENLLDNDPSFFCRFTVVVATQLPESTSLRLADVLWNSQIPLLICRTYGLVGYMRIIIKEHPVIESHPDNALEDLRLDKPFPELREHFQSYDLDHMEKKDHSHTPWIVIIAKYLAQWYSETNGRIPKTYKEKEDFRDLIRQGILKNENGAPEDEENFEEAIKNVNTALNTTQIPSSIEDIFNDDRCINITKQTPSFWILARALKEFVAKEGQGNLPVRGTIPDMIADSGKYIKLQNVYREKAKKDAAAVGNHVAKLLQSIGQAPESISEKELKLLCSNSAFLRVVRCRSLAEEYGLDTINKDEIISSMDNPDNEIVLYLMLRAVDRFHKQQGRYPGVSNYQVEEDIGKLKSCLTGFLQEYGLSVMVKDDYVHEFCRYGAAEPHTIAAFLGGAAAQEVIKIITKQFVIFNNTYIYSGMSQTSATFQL
NadD block – NadD (S. aureus) enzyme inhibition; purified NadD enzyme, colorimetric absorbance read-out; inhibition, % at 20 µM; 360,000 compounds, 0.78% hits; AID 602399; in the data active means inhibition above about 26%; further: some compounds past the cut are filed as inactive
DNMT1 block – DNMT1 (human) enzyme inhibition; 360,000 compounds, 0.83% hits; inhibition (reported as % activation of signal), % at 10 µM; P26358; DNMT1 molecular beacon, Hinp1I cleavage, fluorescence; in the data active means inhibition above about 50%
Rin1-Abl PPI inh – inhibitors of human Rin1-Abl protein interaction; P00519+Q13671; TR-FRET Rin1/Abl binding, biochemical; inhibition, % at 7.35 µM; 360,000 compounds, 0.4% hits; AID 588664; in the data active means inhibition above about 5%, passing the limit was not always enough
Scp1 inh – inhibitors of human Scp-1 phosphatase | inhibition, % at 20 µM | Q9GZU7 | Recombinant Scp1, phosphopeptide, malachite green phosphate absorbance | 340,000 compounds, 0.88% hits | AID 493091;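 active means inhibition above about 50% at 20 µM, limit read from the data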;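 further: plate controls were DMSO wells with enzyme for no effect and wells lacking enzyme for full effect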
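Times: enzyme reaction 45 min at room temperature, colour 5 min, stabilisation 30 min. Material: SCP-1 catalytic fragment, aa 76-261. Medium: Acidic Tris acetate buffer with magnesium and detergent. Signal: colorimetric free-phosphate detection, absorbance 630 nm. Read-out basis: % inhibition of SCP-1 phosphate liberation. Reagent: Phosphorylated 17-residue peptide substrate.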
SUMO1-SIM PPI – alters human SUMO1 binding to SIM partners; inhibition, % at 20 µM; 360,000 compounds, 0.33% hits; P63165; SUMO1 binding to a labelled peptide, TR-FRET, 1 h; in the data active means inhibition above about 37%
Target sequence (P63165 whole entry, looked up): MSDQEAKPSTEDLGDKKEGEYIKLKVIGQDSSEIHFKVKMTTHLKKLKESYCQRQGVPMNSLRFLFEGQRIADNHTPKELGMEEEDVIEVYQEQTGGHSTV
Rpn11 inh – Rpn11 (human) deubiquitinase inhibition. human 26S proteasome, Ub4-pepOG fluorescence polarization; 20S core pre-blocked with epoxomicin. AID 588493. calls only at 20 µM. O00487. 360,000 compounds, 0.59% hits;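 active means inhibition at 20 µM, scaled to each plate's controls, above about 33%, limit read from the data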
LMPTP block – blocks human LMPTP phosphatase; AID 651560; recombinant LMPTP-A, OMFP fluorogenic substrate, fluorescence intensity; 360,000 compounds, 0.22% hits; inhibition, % at 20 µM; P24666;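 active means compounds that cut the enzyme signal by at least half of the control window in the single-dose screen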;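 further: plate controls were DMSO wells with enzyme plus substrate for no effect and substrate without enzyme for full effect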
Target sequence (P24666 whole entry, looked up): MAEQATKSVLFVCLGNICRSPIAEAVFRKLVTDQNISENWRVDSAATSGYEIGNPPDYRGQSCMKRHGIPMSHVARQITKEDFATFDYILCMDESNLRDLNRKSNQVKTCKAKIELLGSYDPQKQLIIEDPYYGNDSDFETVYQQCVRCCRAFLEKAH
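Test system – LMPTP-A enzyme · Amount – LMPTP-A at 0.625 nM final in the reaction · Buffer or medium – Bis-Tris pH 6.0, DTT, detergent · Reagent – OMFP 400 µM · Doses – single 20 µM dose · Schedule – reaction 50 min, room temperature, dark · Detection – fluorescence intensity of OMFP turnover product · Evaluation – percent inhibition versus substrate-only and uninhibited controls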
STEP inh – blocks human striatal-enriched tyrosine phosphatase. inhibition, % at 20 µM. 360,000 compounds, 0.25% hits. P54829. recombinant STEP, OMFP fluorogenic substrate, fluorescence;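 active means inhibition at 20 µM, scaled per plate between control wells, above about 37%, limit read from the data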;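 further: 0% = DMSO with enzyme and substrate and 100% = substrate only without enzyme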
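Assay system: isolated STEP enzyme / Timing: 20 min at room temperature, dark / Doses: 20 µM, 1% DMSO / Technique: fluorescence intensity, excitation 480 nm, emission 540 nm / Reagent: fluorogenic phosphatase substrate OMFP at 25 µM final / Measure: percent inhibition scaled to no-enzyme and uninhibited-enzyme controls, plate-pattern corrected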
CSN inh – inhibitors of human CSN-mediated cullin deneddylation; 360,000 compounds, 0.38% hits; inhibition, % at 12.5 µM; Q92905; Purified CSN, SCF-Nedd8-OG deneddylation, fluorescence polarization;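 active means pattern-corrected inhibition above about 35%, with an unprinted fluorescence ratio check between 0.5 and 1.5, limit read from the data, passing the limit was not always enough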;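 further: 0% = enzyme with substrate and 100% = substrate without enzyme; some results filed as inactive read as strong as hits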
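Material: human Csn5 produced in HEK293T cells; Input: enzyme 0.24 nM; Reagent: SCFSkp2-Nedd8OG substrate at 10 nM final; Dosing: 12.5 µM compound; Incubation: 90 min reaction at room temperature; Detection: fluorescence polarization of the substrate; Evaluation: % inhibition of substrate cleavage by Csn5; Control set: substrate-only high control, full reaction low control.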
* = called active by the depositor; i = inactive; . = not tested or not shown; + = active, no number.

Order of values – CSN inh, Scp1 inh, Neddyl block, Rin1-Abl PPI inh, LMPTP block, SUMO1-SIM PPI, DNMT1 block, NadD block, STEP inh, Rpn11 inh
#1 O=C(Nc1nc2ccc(SC(F)F)cc2s1)c1ccc(NS(=O)(=O)c2ccc(F)c(F)c2)cc1
  -0.1, -7.9, ., -1.6, 6.3, 20.0, -36.5, 17.4, -7.2, i
#2 O=C1c2ccccc2C(=O)N1OCc1cccc(Cl)c1
  -1.4, -1.9, i, -1.5, -0.2, -15.7, 0.0, -4.0, 1.7, i
#3 CCN(CC)S(=O)(=O)c1ccc(-c2csc(C)n2)cc1
  6.1, -7.0, i, -0.2, 1.3, 2.2, -3.7, -3.0, -0.9, i
#4 Cc1ccc(NC(=S)NCc2ccccc2)cc1[N+](=O)[O-]
  -9.6, -10.1, i, -0.3, 1.4, -15.3, -0.3, -3.7, -1.7, i
#5 C[C@@H]1CN([C@H](C)CO)C(=O)c2cc(Br)cnc2O[C@H]1CN(C)C(=O)Cc1ccncc1
  2.8, ., i, 3.4, -1.6, -0.5, -7.1, -4.8, 2.2, i
#6 Cc1ccc(NC(=S)N2CCCCC2CO)cc1C (stereo not drawn)
  9.5, -6.5, i, 0.4, 0.7, 1.5, 6.6, -4.5, -0.1, i
#7 Cc1ccc(Cn2cc(/C=C/C(=O)O)c(-c3ccccc3)n2)cc1
  -4.0, -4.3, i, -0.9, -2.4, -1.2, 0.1, -1.4, -4.1, i
#8 CC(C)NS(=O)(=O)c1ccc(OCC(=O)N2CCc3ccccc3C2)cc1
  -12.9, -5.3, i, 2.4, 0.1, 0.8, -1.2, -1.9, -2.4, i
#9 O=C(CN1C(=O)C2C3C=CC(C3)C2C1=O)Nc1nc(-c2ccccn2)cs1 (stereo not drawn)
  -1.1, -3.1, i, -2.5, 2.2, 3.4, -2.6, 2.0, -2.1, i
#10 COc1ccc2nc(SCc3cnc(C)nc3N)[nH]c2c1
  -0.6, -2.0, i, 5.0, 3.4, 0.2, 0.7, 2.0, 0.8, i
#11 Cc1nc(C(C)NC(=O)c2ccc(OC3CCN(Cc4ccccn4)CC3)cc2)c(C)s1 (stereo not drawn)
  0.9, -5.3, i, -3.8, -1.5, 7.1, -1.9, -0.5, 1.8, i
#12 Cn1nnc2cc(NC(=O)Nc3ccccc3F)ccc21
  1.5, ., i, -0.8, -0.4, -0.6, -0.2, -4.7, -2.7, i
#13 O=C1C(=Cc2cn(-c3ccccc3)nc2-c2ccc(OCc3ccccc3)cc2)SC(=S)N1CCS(=O)(=O)O
  28.5, ., i, -2.5, 87.5*, 90.5*, -58.6, 49.5*, 10.1, +
#14 CCOC(=O)CN1CC23C=CC(O2)C(C(=O)NCc2ccccc2OC)C3C1=O (stereo not drawn)
  5.1, -0.4, i, 1.0, -0.3, 4.8, -0.1, 4.0, 0.1, i
#15 CCC(C)NC(=O)C1c2ccccc2C(=O)N1Cc1ccc(F)cc1 (stereo not drawn)
  -0.1, -1.6, i, 4.5, -0.9, -3.3, 2.5, 2.9, -1.8, i
#16 COc1cc(C(CC(=O)Nc2ccccn2)N2Cc3ccccc3C2=O)cc(OC)c1OC (stereo not drawn)
  1.6, -4.0, i, -0.5, -1.7, -3.9, -1.6, 3.3, -0.9, i
#17 CCc1nnc(NC(=O)C2=CCN(S(=O)(=O)c3ccc(F)cc3)CC2)s1
  5.7, -1.8, i, 0.2, -1.8, -7.8, -2.0, -0.1, 0.8, i
#18 O=C(Nc1cnn(Cc2c(Cl)cccc2Cl)c1)c1ccc([N+](=O)[O-])cc1
  -5.6, -8.7, i, 0.1, 2.9, 0.0, -6.4, -4.4, -2.2, i
#19 CCOc1ccc(C(=O)NCC(=O)NNC(=O)c2cc(C)oc2C)cc1OCC
  -2.1, -0.1, i, -0.9, -2.0, -0.3, 0.1, -5.2, 0.9, i
#20 Cc1cccc(CC(=O)NCCS(=O)(=O)N2CCN(c3cccc(Cl)c3)CC2)c1
  -0.1, -0.1, i, -1.9, 0.5, 9.5, 1.6, -3.7, 0.4, i

Results in sequence from the list.
Compounds 13–20 in NadD block: 49.5*, 4.0, 2.9, 3.3, -0.1, -4.4, -5.2, -3.7
Compounds 13–20 in LMPTP block: 87.5*, -0.3, -0.9, -1.7, -1.8, 2.9, -2.0, 0.5

The list goes on.
Order of values – CSN inh, Scp1 inh, Neddyl block, Rin1-Abl PPI inh, LMPTP block, SUMO1-SIM PPI, DNMT1 block, NadD block, STEP inh, Rpn11 inh
#21 CCc1cc(C(=O)N2CCN(C(=O)c3ccco3)CC2)sc1C
  -0.9, -5.7, i, -1.2, -0.1, 8.5, -1.6, 1.5, -3.2, i
#22 Nc1ccc(NC(=O)c2ccc(C(=O)Nc3ccc(N)cc3)cc2)cc1
  9.2, -9.8, i, 1.4, 6.5, 59.4*, -21.7, 8.7, 39.2, i
#23 O=C(NC1CC1)c1cc2ccccc2o1
  -1.8, -5.0, i, 1.2, -1.0, -1.5, 0.1, -0.1, 1.2, i
#24 CC(O)Cc1nsc(NC(=O)c2cccs2)n1 (stereo not drawn)
  8.8, -6.0, i, -5.6, -0.7, -2.7, 4.4, -2.8, -1.8, i
#25 COc1cc2c(cc1NC(=O)CN1CCN(S(=O)(=O)c3ccc(C)cc3)CC1)oc1ccccc12
  -2.6, 15.5, i, 3.1, -1.6, -0.2, 0.3, 32.8*, -1.9, i
#26 CN1CCN(C(=S)NC(=O)c2cccc(S(=O)(=O)N(C)C)c2)CC1
  -5.6, -9.1, i, 0.4, -3.8, 0.8, 5.7, -2.3, -4.8, i
#27 CCCCNC(=O)CCNC(=O)c1ccc(C(C)(C)C)cc1
  4.5, -7.7, i, -0.6, -2.4, -0.5, -2.8, -6.3, -3.8, i
#28 COc1ccc(-c2csc(NC(=O)CS(=O)(=O)c3ccccc3)n2)cc1
  -0.3, -5.8, i, 0.3, 1.5, 3.8, -2.1, -2.5, -0.6, i
#29 CCC(=O)c1ccc(OCc2ccc(C#N)cc2)cc1
  -13.8, -3.2, i, -1.0, 0.6, -4.4, 1.0, -1.8, -1.4, i
#30 CCCCNC(=O)C1(C)CCCCN1C(=O)c1c(F)ccc(C)c1F (stereo not drawn)
  -3.6, ., i, -2.5, 0.4, 1.0, -0.8, 9.1, 1.4, i
#31 CCOC(=O)c1[nH]c(C)c(C(=O)OCC(=O)NC2CCS(=O)(=O)C2)c1C (stereo not drawn)
  -3.6, -0.8, i, -0.7, 0.5, 1.4, 1.3, 3.6, -1.8, i
#32 Cc1cc(C(F)(F)F)nn1CC(=O)Nc1ccc(Br)c2cccnc12
  -0.3, -10.5, i, 1.6, 0.9, -1.2, -4.2, -5.7, 0.9, i
#33 Cc1ccc(NC(=O)N2CCN(C(=O)C3CCCO3)CC2)cc1 (stereo not drawn)
  -3.5, 4.0, i, 0.9, -2.2, 1.0, 3.8, -1.2, -2.1, i
#34 N#Cc1cc(Oc2cccc3cccnc23)c(-n2nnc3ccccc32)cc1C#N
  2.8, 2.2, i, -2.4, 1.0, -4.1, -0.6, 7.9, -4.5, i
#35 CCN(c1cc(C)cc(C)c1)S(=O)(=O)c1nnc(NC(=O)C(C)C)s1
  0.1, -3.0, i, -0.2, -1.2, -2.6, 0.1, -10.3, -1.5, i
#36 CCCN1C(=O)C(O)(C2COC(C)(C)CC2=O)c2ccccc21 (stereo not drawn)
  0.2, -5.2, i, 1.2, -0.9, -14.1, 1.4, -9.7, -2.5, i
#37 S=C(Nc1cccc2ccccc12)N1CCN(c2ncccn2)CC1
  -0.5, -2.2, i, -2.9, -0.7, -1.7, -3.4, -4.9, 4.1, i
#38 COc1ccc(NC(=O)/C(=C\c2ccc(OC)c(OC)c2)NC(=O)c2ccco2)cc1
  1.1, 12.7, i, -2.3, 0.5, -13.5, 0.2, -3.0, -1.8, i
#39 Cc1nc(=O)c(-c2ccccc2)c(C)n1-c1ccc(S(N)(=O)=O)cc1
  0.6, -4.9, i, 5.2, -1.9, -3.2, 1.2, -3.2, -7.4, i
#40 CCCP(=O)(CCC)CCP(=O)(c1ccccc1)c1ccccc1
  1.0, -7.1, i, 3.5, 0.3, -1.6, 1.3, -3.6, 0.7, i

Brought forward from above: 2 entries; new compounds follow.
Order of values – CSN inh, Scp1 inh, Neddyl block, Rin1-Abl PPI inh, LMPTP block, SUMO1-SIM PPI, DNMT1 block, NadD block, STEP inh, Rpn11 inh
#39 Cc1nc(=O)c(-c2ccccc2)c(C)n1-c1ccc(S(N)(=O)=O)cc1
  0.6, -4.9, i, 5.2, -1.9, -3.2, 1.2, -3.2, -7.4, i
#40 CCCP(=O)(CCC)CCP(=O)(c1ccccc1)c1ccccc1
  1.0, -7.1, i, 3.5, 0.3, -1.6, 1.3, -3.6, 0.7, i
#41 CCN(CC)CCCNC(=O)c1oc2ccc3c(c2c1C)C(O)CC(C)(C)O3 (stereo not drawn)
  3.4, -6.8, ., 4.2, 0.0, -0.4, -0.4, -10.3, -0.9, i
#42 COc1cc2oc(=O)cc(CN3CCN(c4ccc(Cl)c(Cl)c4)CC3)c2cc1Cl
  2.0, ., i, 0.1, 1.1, -4.6, 4.8, 38.9*, 2.1, i
#43 O=C(Nc1ccccc1)OC1CCS(=O)(=O)C1 (stereo not drawn)
  1.2, -5.1, i, -1.2, -1.8, -6.4, 6.2, -6.4, -1.9, i
#44 O=C(NC1CCCCC1)c1ccc2c(c1)S(=O)(=O)c1ccccc1C2=O
  -2.7, -7.1, i, 3.0, -0.3, -37.4, -0.1, -5.3, -0.2, i
#45 Cc1cc2nsnc2c(S(=O)(=O)N2CCN(C)CC2)c1C
  7.1, -7.7, i, -0.2, -0.9, -23.0, -0.6, -1.2, -2.2, i
#46 COc1ccc(CC(=O)OCC(=O)N2CCCC(C)C2)cc1 (stereo not drawn)
  4.1, -5.3, i, -1.3, -0.6, 5.5, 1.1, -2.0, -0.3, i
#47 Cc1ccc(O)c(C(=O)c2cnc3c(c2)CN(C)C(=O)N3)c1
  3.6, -5.3, i, -2.1, -1.4, -5.9, -2.6, 9.2, -4.0, i
#48 CSc1nc2c(ccc3ccccc32)o1
  -1.7, 7.2, i, -2.1, 0.2, -4.4, 7.5, -3.3, 1.3, i
